TAAR1 agonist – agonists of human TAAR1; Q96RJ0; CHO RD-HGA16 TAAR1, Fluo-8 calcium fluorescence; vehicle wells 0%, saturating PEA agonist 100%; activation, % at 3 µM; actives 0.99% (n = 360,000); AID 624467;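 active means activation above the mean activation of all test compounds in the run plus 3 SD, cut at about 38% in these data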
Target sequence (Q96RJ0 whole entry, looked up): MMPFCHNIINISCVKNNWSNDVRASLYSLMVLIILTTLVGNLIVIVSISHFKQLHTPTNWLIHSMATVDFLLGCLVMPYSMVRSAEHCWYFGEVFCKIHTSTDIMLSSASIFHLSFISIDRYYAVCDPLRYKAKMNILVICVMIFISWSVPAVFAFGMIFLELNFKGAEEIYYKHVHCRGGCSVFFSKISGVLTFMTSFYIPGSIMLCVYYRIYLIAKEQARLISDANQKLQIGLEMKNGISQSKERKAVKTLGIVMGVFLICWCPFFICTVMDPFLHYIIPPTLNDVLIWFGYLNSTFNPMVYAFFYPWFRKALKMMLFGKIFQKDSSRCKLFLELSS
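System: CHO RD-HGA16 cells carrying human TAAR1 plus Gα16; Incubation: 17-24 h seeding, 75 min 37 °C dye, 30 min RT; Measured by: Fluo-8 fluorescence, 5 s baseline then 140 s kinetic read; Control set: DMSO and PEA EC100; Replication: single well for each compound.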
OXTR potentiate – potentiates the human oxytocin receptor response. actives 0.061% (n = 320,000). CHO-OTR cells, Fluo-8 calcium fluorescence, potentiator mode; 0% = oxytocin EC15, 100% = EC100. P30559. activation, % at 3 µM;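 active means activation above that plate's cutoff, the mean activation of tested compounds plus 3 SD, cut at about 6.6% in these data, passing the limit was not always enough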;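 further: 100% uses oxytocin at 75 nM as the full agonist control; some results filed as inactive read as strong as hits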
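Material: CHO-OTR cells, human receptor; compound dosing: single dose, 3.0 µM nominal final compound concentration; schedule: 6 min compound pre-incubation at room temperature, 100 s kinetic read; measured by: kinetic Fluo-8 calcium fluorescence; read-out basis: % activation vs EC15 and EC100 oxytocin; controls: EC15 oxytocin alone as 0%, 75 nM oxytocin as 100%; replicates: singlicate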
V1aR counter – V1a receptor agonism, counter-screen for OXTR agonists; P37288; CHO-V1R cells, Fluo-8 calcium fluorescence, agonist mode; 0% DMSO, 100% 3 nM vasopressin; activation, % at 3 µM; actives 0.25% (n = 320,000);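 active means activation above the mean activation of all tested compounds plus 3 SD, per screening run, cut at about 20% in these data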;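 further: signal is peak over basal fluorescence ratio across a 100 second FLIPR read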
M1 PAM – positive allosteric modulators of human M1 muscarinic receptor; P11229; CHO-K1 hM1, Fluo-8 calcium fluorescence, ACh EC20; 0% = ACh EC20, 100% = maximal ACh; activation, % at 3 µM; actives 0.088% (n = 360,000); AID 588819; in the data active means activation above about 19%, passing the limit was not always enough
Target sequence (P11229 whole entry, looked up): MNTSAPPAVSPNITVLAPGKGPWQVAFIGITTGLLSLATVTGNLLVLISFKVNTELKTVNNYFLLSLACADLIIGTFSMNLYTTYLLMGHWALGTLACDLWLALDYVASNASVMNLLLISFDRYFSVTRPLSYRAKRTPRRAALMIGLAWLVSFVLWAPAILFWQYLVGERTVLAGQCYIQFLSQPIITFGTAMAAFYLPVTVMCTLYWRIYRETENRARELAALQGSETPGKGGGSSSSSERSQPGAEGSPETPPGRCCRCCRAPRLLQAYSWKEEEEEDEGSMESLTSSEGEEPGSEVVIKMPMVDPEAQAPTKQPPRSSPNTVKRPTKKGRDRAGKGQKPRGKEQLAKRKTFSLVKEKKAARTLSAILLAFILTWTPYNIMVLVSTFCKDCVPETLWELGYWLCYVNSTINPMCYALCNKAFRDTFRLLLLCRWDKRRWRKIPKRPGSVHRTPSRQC
CHRM1 antagonist – blocks human M1 muscarinic receptor. inhibition, % at 3 µM. actives 1.3% (n = 360,000). P11229. CHO-K1 hM1, Fluo-8 calcium fluorescence, ACh EC80 antagonist;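 active means percent inhibition above its own plate's cutoff, namely the mean of that plate's compound wells plus 3 SD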;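 further: peak over basal fluorescence ratio during 140 s after agonist addition; 0% = ACh EC80 plus DMSO and 100% = DMSO alone without agonist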
CHO parental Ca – signal in parental CHO cells, OX1R antagonist counter-screen; parental CHO-K1, ATP-induced calcium, Fluo-8 fluorescence; inhibition, % at 5.6 µM; actives 0.63% (n = 330,000);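 active means inhibition above that plate's mean sample inhibition plus 3 SD, cut at about 26% in these data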;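 further: 0% = ATP-challenged DMSO wells and 100% = DMSO wells without ATP; some compounds past the cut are filed as inactive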
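Assay system: untransfected parental CHO cell line. Also added: ATP agonist challenge. Dosing: one dose, 5.6 µM nominal. Measured by: Fluo-8 fluorescence. Read-out: % inhibition. Benchmarks: ATP wells versus no-ATP DMSO wells. Repeats: no replicates.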
OXTR agonist – activates the human oxytocin receptor; P30559; CHO-OTR cells, Fluo-8 calcium fluorescence; normalized: DMSO 0%, oxytocin 100%; activation, % at 3 µM; actives 0.32% (n = 320,000);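 active means activation above the mean of all tested compounds plus 3 SD, cutoff set per screening run, cut at about 20% in these data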;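 further: peak over basal fluorescence ratio from a 100 s FLIPR kinetic read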
TAAR1 antagonist – antagonists of human TAAR1; inhibition, % at 3 µM; CHO RD-HGA16 TAAR1, Fluo-8 calcium fluorescence, antagonist; Q96RJ0; actives 1.5% (n = 360,000); AID 624466;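 active means inhibition above a per-plate cutoff, the mean inhibition of test compounds on that plate plus 3 SD, cut at about 49% in these data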;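 further: 0% = DMSO plus EC80 beta-PEA response and 100% = DMSO alone without agonist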
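Test system – hTAAR1-expressing CHO RD-HGA16 cells, Gα16-coupled · Reagent – β-PEA at EC80 concentration, post-compound challenge · Compound dosing – 3 µM, single point · Timing – 140 s kinetic read after compound, 140 s after agonist · Detection – Fluo-8 intracellular calcium dye fluorescence, real-time kinetic reads · Control set – DMSO and EC80 PEA controls · Repeats – n of 1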
M1 ag – agonists of human M1 muscarinic receptor; actives 0.33% (n = 360,000); CHO-K1 hM1, Fluo-8 calcium fluorescence, agonist mode; 0% DMSO, 100% acetylcholine EC100; AID 588814; P11229; activation, % at 3 µM;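 active means activation above the run's mean compound activation plus 3 SD, cut at about 16% in these data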;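 further: peak over basal fluorescence ratio within a 140 s kinetic read after compound addition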
The depositor's hits bear a star; nt = no result given; & = joins results of further samples.

SMILES	TAAR1 agonist	OXTR potentiate	V1aR counter	M1 PAM	CHRM1 antagonist	CHO parental Ca	OXTR agonist	TAAR1 antagonist	M1 ag
CC(C)N1CCN(Cc2ccc(OCc3ccccc3)cc2)CC1CCO (configuration not stated)	0	-3	5.7	-12	5	-12	6.7	-2	-7
O=c1ccc(Oc2nc(N3CCOCC3)nc(N3CCOCC3)n2)n[nH]1	2	-2	0.8	13	-17	15	1.1	12	0
Cc1cccc(NC(=S)N2N=CCC2c2ccccc2)c1 (configuration not stated)	15	-4	0.1	-6	-4	0	-0.4	5	-4
O=C(NCc1cccnc1)c1ccc(=O)oc1	1	-2	0.5	8	-4	-4	0.5	-11	-5
COc1ccccc1/C=C/C=N/NC(=O)CN1CCN(S(=O)(=O)c2ccc(C)cc2)CC1	4	-3	0.1	7	0	-12	0.1	-3	-7
COC(=O)C[C@H]1C[C@H]2c3cc(NC(=O)NC4CCCC4)ccc3O[C@H]2[C@@H](CO)O1	0	nt	nt	3	-4	nt	nt	-3	-1
O=C(Oc1ccc([N+](=O)[O-])cc1)c1cccnc1	-1	-10	2.6	8	-4	2	1.3	4	-4
COc1ccc2c(c1)c(CC(=O)OCC(N)=O)c(C)n2C(=O)c1ccc(Cl)cc1	6	-20	2.7	7	-11	-12	0.3	-7	-1
CN(C)CCNc1oc(COc2ccc(Cl)cc2)nc1C#N	8	-13	2.9	1	-6	-4	1.8	3	-3
CCc1nnc(NC(=O)c2cc(-c3ccc(C)o3)nc3ccccc23)s1	6	-4	-0.6	6	-6	-29	0.0	-20	-4

3 entries out of the list, ordered by molar mass, high to low:
SMILES	TAAR1 agonist	OXTR potentiate	V1aR counter	M1 PAM	CHRM1 antagonist	CHO parental Ca	OXTR agonist	TAAR1 antagonist	M1 ag
COc1ccccc1/C=C/C=N/NC(=O)CN1CCN(S(=O)(=O)c2ccc(C)cc2)CC1	4	-3	0.1	7	0	-12	0.1	-3	-7
CN(C)CCNc1oc(COc2ccc(Cl)cc2)nc1C#N	8	-13	2.9	1	-6	-4	1.8	3	-3
O=C(NCc1cccnc1)c1ccc(=O)oc1	1	-2	0.5	8	-4	-4	0.5	-11	-5

The list goes on:
SMILES	TAAR1 agonist	OXTR potentiate	V1aR counter	M1 PAM	CHRM1 antagonist	CHO parental Ca	OXTR agonist	TAAR1 antagonist	M1 ag
Cc1cc(N2CCN(C(c3ccccc3)c3ccc(Cl)cc3)CC2)n2ncnc2n1 (configuration not stated)	3	-5	-1.0	-5	4	-13	-1.1	1	11
CC(C)CC(=O)Nc1ccccc1-c1nnn(CC(=O)N2CCc3ccccc3C2)n1	2	-8	0.0	2	-3	-15	-2.7	2	8
Cc1csc(NC(=O)c2ccco2)c1C(=O)c1ccccc1	1	0	0.4	-5	8	-4	-0.9	-9	-2
Cn1c(=O)c2c(ncn2CC(=O)OCC(=O)c2ccc(OC(F)F)cc2OC(F)F)n(C)c1=O	1	nt	nt	10	-6	nt	nt	-23	-3
O=C(CC(CC(=O)c1ccccc1)C(=O)O)c1ccccc1	-1	-2	0.6	8	-3	-4	2.2	1	-1
Cc1cc(NC(=O)Cn2c(C)nc3ccccc3c2=O)ccc1Br	7	-13	3.8	3	-9	-7	5.8	-2	0
CCOC(=O)c1cn(CC2CC2)c2cc(F)c(F)cc2c1=O	1	-16	0.5	8	-11	-5	-1.7	0	-7
COC(=O)c1ccc(/C=C/C(=O)OCC(=O)Nc2cc(C)on2)cc1	2	1	-0.1	10	-15	2	0.5	-11	-2
Cc1cccc(-n2c(Cn3nc(C)c([N+](=O)[O-])c3C)n[nH]c2=S)c1	7	-7	1.2	7	-17	-1	-0.3	-1	-3
O=C(CCn1nc(-c2ccc(Cl)cc2)ccc1=O)N1CCN(c2ccc(F)cc2)CC1	0	-12	2.9	7	-5	-6	-1.7	-18	-5
OCC1CCCCN1C(=S)Nc1cccc(Cl)c1 (configuration not stated)	2	-10	-0.2	-1	0	-7	0.1	-7	-4
Cc1ccnc(OC(C(=O)O)C(OCc2ccccc2)(c2ccccc2)c2ccc(C(F)(F)F)cc2)n1 (configuration not stated)	-1	-7	-0.2	9	-27	0	-0.8	-28	-6
CCOc1ccccc1N1CC(C(=O)N(CC)CC(=O)Nc2ccc3c(c2)OCCO3)CC1=O (configuration not stated)	-1	-2	0.5	4	8	-31	-0.6	-8	-1
CC(C)(C)C(=O)NC1CCN(C(=O)N2CCCC2)CC1	5	-15	0.5	4	-3	3	-0.3	-12	-3
CCOC(=O)N1CCN(C(=O)CN(C2CCCCC2)S(C)(=O)=O)CC1	13	0	-0.2	6	-20	-10	0.7	5	-2
Cc1ccc(Nc2nc3nonc3nc2N(C)C)cc1	2	0	-0.5	-1	-18	3	-1.2	6	-4
COc1ccc(-c2coc3c(C(=O)NC4CCCCC4)cccc23)c(C)c1	1	nt	nt	-9	14	nt	nt	32	-5
COCC1CCN(C(=O)CCc2nnc(C3(c4ccc(Cl)cc4)CCC3)o2)C1 (configuration not stated)	-1	-4	-0.4	2	4	-4	-0.8	-11	-3
CCOC(=O)C1=C(C)c2ccccc2OC1(C)C(=O)OCC (configuration not stated)	2	nt	nt	-2	1	-12	nt	-15	-3
CCOC(=O)c1c(C)[nH]c(C(=O)OCC(=O)c2ccc3c(c2)NC(=O)CO3)c1C	2	-2	-0.4	-5	16	-8	0.5	5	-2
N#Cc1cccc(NC(=O)c2cncn2-c2ccccc2)c1	3	-6	1.5	7	-7	2	1.3	4	-3
O=C(Nn1c(=O)[nH]c2ccccc2c1=O)c1ccco1	1	6	1.3	4	-4	-1	2.3	5	-5
S=C1NC[C@H](c2ccccc2)N1CC1CCCCC1	5	-6	2.4	-3	3	-14	-0.7	-4	-4
CCOc1ccc(C2c3[nH]c4ccccc4c3CCN2C(=O)Cn2cncn2)cc1 (configuration not stated)	3	-2	3.6	11	-11	-15	5.5	1	-5
CN(C)S(=O)(=O)c1ccc(C(=O)N2CC(=O)Nc3ccc(F)cc3C2c2ccc(F)cc2)cc1 (configuration not stated)	4	-2	3.5	7	-5	-22	3.3	-8	-6
COC(=O)c1cc2c(s1)CS(=O)C2 (configuration not stated)	0	-2	0.8	5	-9	-4	1.6	-1	0
O=C(CN1C(=O)/C(=C\c2ccco2)SC1=S)Nc1ccc(O)cc1C(=O)O	1	-8	0.6	2	-10	-6	0.6	-23	1
O=C(CCc1nc(-c2ccccc2)c(-c2ccccc2)o1)OCc1ccc(Br)cc1	-1	-5	2.8	7	-12	-18	1.0	8	-4
CC(CCc1ccccc1)NC(=O)c1ccco1 (configuration not stated)	11	1	0.4	-2	3	-12	-2.1	1	-3
COC(=O)c1scc(C)c1NC(=O)Nc1ccccc1	5	-1	-0.1	1	-2	-6	-1.6	3	-3
CCCCOc1ccc(C(C)NC(=O)CCS(=O)(=O)Cc2ccccc2F)cc1 (configuration not stated)	17	-7	7.5	10	-12	-16	9.4	15	10
O=C(COc1ncnc2cc([N+](=O)[O-])ccc12)NCCc1ccc(Cl)cc1	1	-25	-0.1	9	-1	-21	-0.8	-6	-9
CC(C)C1Nc2ccc(S(N)(=O)=O)cc2C2C=CCC21 (configuration not stated)	6	-6	0.9	5	-18	1	3.0	3	0
CCCCCC(=O)N1C[C@@H](O)[C@H](n2cc(C3CC3)nn2)C[C@@H]1c1ccc(C)cc1	3	nt	nt	-2	0	nt	nt	5	-3
CCOc1cccc(C=Nc2cc(C)cc(C)c2O)c1O	13	-1	-0.9	-6	6	-26	-1.9	-29	-5
CCn1c(=O)c(C(=O)NCc2ccc(OC)cc2)c(O)c2ccccc21	0	-13	3.6	11	-9	-16	-0.4	-21	-2
COc1ccccc1-c1n[nH]nc1C1=CC(=O)C[C@H](c2ccc(F)cc2)C1	-1	nt	nt	2	-4	nt	nt	-1	-3
O=C(O)CCC(=O)Nc1ccc2c(c1)Cc1cc(NC(=O)CCC(=O)O)ccc1-2	0	-6	0.7	9	-11	1	-0.9	1	-3
COC(=O)CCC(=O)OC1(C)C(=O)C2=CN(CCCOC(C)C)C(c3ccc(OC)cc3)=CC2=C(Br)C1=O (configuration not stated)	nt	-3	0.2	5	-11	-2	-1.3	nt	-8
O=C(COC(=O)c1ccccc1NCCO)NCc1cccs1	1	-2	-1.3	7	-11	-6	-1.6	-6	-1
Cc1ccc(N(Cc2ccccc2)C(=O)Cc2ccc(S(=O)(=O)N3CCOCC3)s2)cc1	2	nt	nt	0	1	nt	nt	3	-4
CCN1CCC[C@H]1CNC(=O)c1c(O)c(Cl)cc(Cl)c1OC	2	1&5	1.0&-0.9	4	-26	-2&-19	1.1&-0.8	1	-4
COc1ccc(NC(=O)Nc2cccc3c2O[C@H](CN(C)C(=O)NC2CCCCC2)[C@@H](C)CN([C@H](C)CO)C3=O)cc1	5	-8	0.0	-2	12	-21	0.9	18	-5
CCOC(=O)c1c(NC(=O)c2nn(C)cc2[N+](=O)[O-])sc(C)c1C	0	-20	-1.8	8	-17	-15	-1.5	-12	-2
CCC(Sc1nc2n[nH]c(C)c2c(=N)n1-c1cccc(Cl)c1C)C(=O)N(CC)CC (configuration not stated)	9	0	0.8	1	6	-35	1.5	7	-2
O=C(Cn1c(=O)oc2cc(S(=O)(=O)N3CCCC3)ccc21)N1CCCC1	-1	-4	0.8	3	-5	-6	0.4	-2	-8
O=C(COC(=O)C1=COCCO1)Nc1ccccc1Oc1ccccc1	5	-3	-0.5	-4	7	-6	-1.9	-16	-5
COc1ccccc1-n1nc(C(=O)Nc2ccc3c(c2)OCO3)c2ccccc2c1=O	1	-10	-1.2	11	-30	-17	-2.7	10	2
CCc1ccc(N/C(=N/c2nc(C)cc(C)n2)NC(C)=O)cc1	-4	-3	-1.2	-5	6	-20	-2.6	-11	-6
CCCc1cc(=O)oc2cc(OCC(=O)N3C[C@H]4C[C@@H](C3)c3cccc(=O)n3C4)c(Cl)cc12	10	-5	2.3	2	-7	-14	-1.6	-16	-7
CCOC(=O)C1CCN(C(=O)C(C)Sc2ccc(Cl)cc2)CC1 (configuration not stated)	1	-9	0.3	12	-9	-19	0.1	19	-1
COc1ccc(-c2noc(CCC(=O)N3CCN(c4ccc(Cl)cc4)CC3)n2)cc1	3	nt	nt	10	-19	-24	nt	-25	-2
CC(C)C[C@@H](CNCC(=O)[C@H](CC(C)C)NC(=O)c1[nH]cnc1C(=O)N[C@@H](C)CN)NC(=O)c1nc[nH]c1C(=O)N[C@@H](Cc1ccccc1)C(=O)O	1	nt	nt	13	-16	nt	nt	3	-1

Compound activity deposited in PubChem by The Scripps Research Institute Molecular Screening Center.

Not a hit list; overall some 3.7% were active at least once.
